DDE Tn7 FP inh – inhibitors of Tn7 peptide binding to human fibrin DD(E); hit rate 0.13% among 370,000; P02675; AID 720508; FP displacement of FITC-Tn7 peptide from fibrin DD(E); 0% = median of compound wells per plate; inhibition, % at 8.3 µM;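 active = inhibition above the mean of compounds falling within the control limits plus 3 SD of them, cut at about 14% in these data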;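 also: 0% = plate median of compound wells and 100% = 10 µM Aha-Tn7 peptide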
Target sequence (P02675 whole entry, looked up): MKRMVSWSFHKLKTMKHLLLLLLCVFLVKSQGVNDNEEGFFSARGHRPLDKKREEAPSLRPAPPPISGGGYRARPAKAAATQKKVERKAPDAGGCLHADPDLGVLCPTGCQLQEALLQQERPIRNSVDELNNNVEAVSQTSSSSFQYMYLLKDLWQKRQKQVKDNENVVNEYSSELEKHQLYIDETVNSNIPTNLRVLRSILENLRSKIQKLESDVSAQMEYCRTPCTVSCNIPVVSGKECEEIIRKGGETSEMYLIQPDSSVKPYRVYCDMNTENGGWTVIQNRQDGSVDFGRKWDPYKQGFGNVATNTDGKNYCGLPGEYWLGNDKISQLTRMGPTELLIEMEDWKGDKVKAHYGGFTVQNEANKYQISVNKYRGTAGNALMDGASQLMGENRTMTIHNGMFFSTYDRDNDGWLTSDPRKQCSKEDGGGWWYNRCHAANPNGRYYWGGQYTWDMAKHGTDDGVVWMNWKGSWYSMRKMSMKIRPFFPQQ
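Assay system: human fibrin DD(E). Input: DD(E) 2 µM final. Medium: Tris buffer with calcium and detergent, pH 7.8. Compound dosing: single point at 8.3 µM. Timing: 10 min plus 3 h, room temperature. Technique: fluorescence polarization of the labelled Tn7 tracer. Read-out: percent inhibition. Replicates: singlicate testing.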
TDP2 absorb – blocks human TDP2 phosphodiesterase activity; O95551; recombinant TDP2, T5PNP hydrolysis, p-nitrophenol absorbance 415 nm; inhibition, % at 12.8 µM; hit rate 0.34% among 370,000; AID 720702;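 active = inhibition above the mean of all tested compounds plus 3 SD, set per campaign, cut at about 25% in these data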;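 also: 0% = DMSO with enzyme and 100% = buffer with substrate but no TDP2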
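Assay system: recombinant human TDP2 / Reagent: T5PNP substrate at 5 mM, a TopII-DNA adduct mimic / Measured by: epi absorbance from released p-nitrophenol / Evaluation: % inhibition relative to enzyme-containing and enzyme-free wells / Control set: enzyme-free and DMSO wells / Replicates: each compound tested once, singlicate / Schedule: enzyme reaction with compound for 2 h at 37 °C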
ADAM10 inh – inhibits human ADAM10; hit rate 0.62% among 370,000; inhibition, % at 7 µM; recombinant ADAM10, EDANS/DABCYL FRET peptide cleavage, 3 h; O14672;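 active = inhibition above a per-campaign cutoff equal to the mean of compounds falling between control-based bounds plus 3 SD, cut at about 20% in these data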;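 also: 0% = DMSO wells while the 100% control is not disclosed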
ADAM17 inh – inhibits human ADAM17 | hit rate 0.83% among 370,000 | inhibition, % at 6.95 µM | P78536 | AID 720648 | recombinant ADAM17, EDANS/DABCYL FRET peptide cleavage;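 active = inhibition above the mean of compounds lying between control limits plus 3 SD, set per campaign, cut at about 8.5% in these data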;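 also: 0% = DMSO-only wells as the low control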
LEDGF integ inh – blocks HIV-1 LEDGF/p75-dependent DNA integration | TR-FRET IN-LEDGF/p75 DNA integration, Eu/Cy5 | inhibition, % at 3.7 µM | hit rate 0.64% among 370,000 | AID 743269;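 active = inhibition above the screen-wide mean plus 3 SD, cut at about 13% in these data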;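 also: signal is the Cy5 over europium emission ratio at 671 and 618 nm; 0% = plate median of compound wells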
ARFGAP1 inhibitor – inhibits rat ARF GTPase activating protein 1. inhibition, % at 16.5 µM. hit rate 0.26% among 360,000. Arfgap1-stimulated ARF1 GTP hydrolysis, GDP FP detection. Q62848;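 active = inhibition above a per-plate limit, mean inhibition of low control wells plus 3 SD, cut at about 25% in these data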;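 also: 0% = DMSO wells with enzyme and 100% = wells lacking Arfgap1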
Target sequence (Q62848 1-136 limits assumed): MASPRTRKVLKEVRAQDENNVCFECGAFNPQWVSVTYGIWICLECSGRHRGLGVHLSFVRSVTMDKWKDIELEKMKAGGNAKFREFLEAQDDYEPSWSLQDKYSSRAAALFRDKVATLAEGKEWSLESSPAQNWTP
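System: truncated rat Arfgap1 GAP domain / Benchmarks: high control wells lacking Arfgap1, low control full reaction with DMSO / Times: compound-enzyme preincubation 20 min, reaction 120 min, detection 60 min, 25 °C / Repeats: one replicate per compound / Also added: human ARF1(Δ1-17)-GTP substrate / Measured by: Tracer-displacement fluorescence polarization with EDTA stop, 620/688 nm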
ASAP1 GAP inh – ASAP1 ArfGAP inhibition; ASAP1-stimulated ARF1 GTP hydrolysis, GDP FP detection; inhibition, % at 16.5 µM; hit rate 0.19% among 360,000; in the data active = inhibition above about 25%;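 also: 0% = vehicle with enzyme and substrate and 100% = no enzyme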
Target sequence (Q9ULH1 325-724 limits assumed): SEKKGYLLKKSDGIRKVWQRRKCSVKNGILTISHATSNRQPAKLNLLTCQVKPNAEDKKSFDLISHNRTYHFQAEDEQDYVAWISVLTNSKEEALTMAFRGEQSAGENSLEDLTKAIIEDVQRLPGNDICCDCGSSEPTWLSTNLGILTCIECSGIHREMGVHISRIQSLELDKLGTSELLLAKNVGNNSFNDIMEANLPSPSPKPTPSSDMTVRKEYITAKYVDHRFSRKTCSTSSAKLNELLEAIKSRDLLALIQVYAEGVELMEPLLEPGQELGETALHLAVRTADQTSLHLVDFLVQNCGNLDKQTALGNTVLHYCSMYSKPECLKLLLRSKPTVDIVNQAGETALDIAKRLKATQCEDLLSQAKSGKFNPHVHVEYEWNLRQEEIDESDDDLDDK
proKLK7 act – activates the human kallikrein-7 zymogen; purified proKLK7, EDANS-DABCYL substrate fluorescence; 100% is mature enzyme control, 0% vehicle; activation, % at 7 µM; hit rate 0.9% among 370,000;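 active = activation above the mean of all tested compounds plus 3 SD, computed per campaign excluding outliers beyond control limits, cut at about 13% in these data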
DDE Tn6 FP inh – disrupts Tn6 cyclic peptide binding to fibrin D-Dimer-E complex; Fibrin DD(E) TRITC-Tn6 fluorescence polarization displacement; inhibition, % at 8.3 µM; hit rate 0.21% among 370,000; AID 720509;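 active = inhibition above a per-campaign cutoff: mean of compounds within control limits plus 3 SD, cut at about 15% in these data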;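 also: 0% = median of all compound wells on the plate and 100% = blocking peptide control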
PLCg1 inh – PLC-gamma1 (human) inhibition, primary screen | P19174 | purified PLC-gamma1, fluorogenic substrate, fluorescence | inhibition, % at 12.2 µM | hit rate 0.84% among 370,000 | AID 720700; in the data active = inhibition above about 9.5%
Numbers without * were called inactive; i = inactive; x = no result given.

smiles	DDE Tn7 FP inh	TDP2 absorb	ADAM10 inh	ADAM17 inh	LEDGF integ inh	ARFGAP1 inhibitor	ASAP1 GAP inh	proKLK7 act	DDE Tn6 FP inh	PLCg1 inh
Cc1ccc2c(c1)c1c3n2CCN=C3CCC1	1	-7	-65	-12	-4	-15	11	30*	-5	i
Nc1nnnn1/N=C/c1cccc(OCc2ccccc2Cl)c1	0	-4	-3	-3	2	13	-3	-0.4	-6	-5
CCOC(=O)C1CCCN(C(=O)Cn2c(=O)c3cccn3c3cccnc32)C1 (configuration not stated)	4	-2	-26	-9	7	-1	-14	-0.2	4	-4
NC(=O)c1ncn([C@@H]2O[C@H](C(=O)N[C@H](Cc3c[nH]c4ccccc34)C(=O)O)[C@@H](O)[C@H]2O)n1	7	-1	-18	-1	3	3	-10	0.9	5	-6
Cc1cc(C)c(C#N)c(SCc2nc3ccccc3[nH]2)n1	1	-8	-420	-189	-4	6	8	-79	-2	i
COc1ccccc1NC(=O)c1ccc2nc(C)c(C)nc2c1	6	-8	7	3	5	-12	-21	-0.1	-1	7
COC(=O)c1ccc(NC(=O)c2cccc(N3C(=O)C4C5C=CC(C6CC56)C4C3=O)c2)cc1 (configuration not stated)	-3	9	-8	-3	-2	0	2	-0.4	2	1
COc1ccc(C2C(C#N)=C(N)Oc3n[nH]c(C)c32)cc1Cn1nc(C)c([N+](=O)[O-])c1C (configuration not stated)	-9	-12	9	2	4	3	1	-0.3	-1	-7
O=C(Nc1ccccn1)c1ccc(CN(c2ccccc2)S(=O)(=O)c2ccccc2)cc1	1	-2	10	5	-2	7	0	-0.1	-6	3
COC(=O)c1ccc(C)c(NC(=O)CCSc2ccc(C)cc2)c1	0	2	7	0	4	5	-13	0.1	-5	6
CC12CCC(C(=O)Nc3ccccc3N3CCOCC3)(CC1=O)C2(C)C (configuration not stated)	-4	-15	8	7	1	-4	8	-0.1	1	9.5*
COCC(C)n1c(C)cc(C(=O)COc2ccc(S(=O)(=O)N3CCOCC3)cc2Cl)c1C (configuration not stated)	-8	-5	-29	-6	0	9	1	0.6	-12	-2
CCCCOC(=O)C(C)Nc1n[nH]c(=O)[nH]c1=O (configuration not stated)	-8	-12	4	4	-3	4	-3	0.2	-5	5
CCSc1nc(=S)cc(C)[nH]1	2	-15	-1	3	7	-7	5	0.4	5	9
CCC(C)(C)n1nnnc1C(c1cccnc1)N1CCN(c2cccc(C(F)(F)F)c2)CC1 (configuration not stated)	6	-7	2	4	-1	-8	-7	0.4	-9	7
Cc1ccc(NC(=O)c2ccc(-c3nn(C)c(=O)c4ccccc34)cc2)c(C)c1	4	5	0	-3	-3	9	-3	0.5	2	-2
Cc1cc2nnc(SCC(=O)OC(C)C)n2c2ccccc12	-1	1	-14	-7	1	-1	-4	0.5	12	-3
Cc1ccc(/C=C/c2onc(C)c2S(=O)(=O)N2CCC(C(=O)NC(C)(C)C)CC2)cc1	-4	-1	-3	-5	3	5	3	-0.2	-8	-1
Cc1cc(NC(=O)c2ccccc2Cl)n(C(C)(C)C)n1	-1	0	-2	-2	5	1	3	-0.2	6	1
COc1ccc(CNC(=O)c2cccc(S(=O)(=O)N3CCN(C)CC3)c2)cc1	-2	-4	-7	-4	-2	6	8	-0.1	4	0
CSCCC(NC(=O)COc1ccccc1)C(=O)NCC(C)(C)N1CCOCC1 (configuration not stated)	-4	-2	-8	-6	0	-7	6	0.9	6	-1
CCN(CC)S(=O)(=O)c1ccc2c3c(cccc13)C(=O)N2	1	-7	i	-130	6	-3	-2	23*	-3	i
CC1CCN(c2c([N+](=O)[O-])c(=O)oc3ccccc23)CC1	-5	3	-7	3	-3	-2	14	0.1	-7	8
COCC1CCN(C(=O)c2cc(COc3ccc(F)cc3F)on2)C1 (configuration not stated)	-11	-13	5	6	4	-1	2	0.2	-2	4
CCCn1nnnc1NCc1ccc(F)cc1	-4	-1	-6	1	5	-6	1	0.6	-3	2
COc1ccc(CNC(=O)COC(=O)c2cc(S(=O)(=O)N3CCOCC3)ccc2O)cc1OC	0	0	-23	-8	0	5	1	-0.8	-4	0
O=C(CSc1nc2ccccc2c(=O)[nH]1)Nc1ccc(N2CCOCC2)cc1	7	-2	-15	2	-1	-1	6	0.4	4	4
CC(C)CN(CC(C)C)CC(O)COc1ccc([N+](=O)[O-])cc1 (configuration not stated)	-2	-2	-5	2	2	-1	-4	-0.1	1	-1
CCCC(=O)Nc1cccc(-c2cn3cccnc3n2)c1	-2	11	i	i	-2	7	-1	30*	1	i
COc1ccc(-c2cc(-c3ccccc3)c(C#N)c(SCC(=O)Nc3ncc(C)s3)n2)cc1	-5	-6	-277	-89	1	-1	3	-16	0	-75
CCOc1ccc(Cl)cc1S(=O)(=O)N1CCCC1	3	8	4	0	2	-4	-1	-0.1	2	3
O=S(c1ccccc1)c1ccccc1	4	8	-6	-6	2	3	-11	0.0	-4	9
CN(CC(=O)NCc1ccncc1)S(=O)(=O)c1ccc(F)cc1	-3	-5	-2	1	1	-9	-9	0.2	0	3
COc1cccc(/C=C(/C(=O)OCC(=O)NC2CCCCCCC2)c2ccccc2)c1	-3	10	8	4	-2	-8	-22	0.4	0	-2
CCOC(=O)C1(C)CCCCN1C(=O)c1ccnc(Cl)c1 (configuration not stated)	1	5	3	-1	4	6	-5	-0.2	3	1
CCN(CC)C(=O)c1[nH]cnc1C(=O)NCC(=O)OCc1ccccc1	1	2	-1	-5	0	-2	-4	-0.5	-1	0
COc1ccc(OCCSc2nc(C)nc3ccccc23)cc1	-8	0	5	5	1	-15	16	0.3	2	3
O=c1c2ccccc2c(C=Nc2ccc(O)cc2)c(O)n1Cc1ccccc1	-7	-3	0	-4	4	11	4	-0.9	-3	-3
OCCN(CCCn1c(C(F)(F)F)nc2ccccc21)c1nc(CN2CCCCC2)cs1	3	9	-4	-7	0	12	-16	-0.1	-1	-1
Cn1c(N)c(C(=O)COC(=O)Cc2ccc(F)cc2)c(=O)n(C)c1=O	-3	-16	-1	-8	1	10	12	0.1	-10	0
CC(=O)c1cccc(NS(=O)(=O)c2ccc(NC(=O)N3CCCCC3)cc2)c1	2	21	-2	3	2	0	7	-0.5	4	0
Fc1ccccc1N1CCN(Cc2nc(-c3ccccc3)no2)CC1	3	10	6	-4	-1	8	3	-0.1	-7	-2
COc1ccc(C(CNC(=O)Cc2cc(OC)c(OC)c(OC)c2)N2CCCC2)cc1 (configuration not stated)	-5	0	-6	-4	3	-6	6	-0.4	8	-1
COc1ccc(C2=Nn3c(nnc3C3CCCCC3)SC2)cc1	5	4	1	1	1	x	x	0.0	1	1
COc1ncnc2c1oc1nc(C(C)C)c3c(c12)CC(C)(C)OC3	-10	3	2	-5	-1	1	0	-0.2	2	-2
Cc1noc(C)c1S(=O)(=O)Nc1c(C)n(C)n(-c2ccccc2)c1=O	0	6	-8	-6	-1	-17	-14	-0.5	0	0
Cc1ccc(NC(=O)N[C@@H](CC(C)C)C(=O)O)c(C)c1	-3	2	0	2	2	-8	-5	-0.1	1	0
COc1ccc(N(C(=O)c2snc(C(N)=O)c2N)C(C(=O)NC2CCCC2)c2cccs2)c(OC)c1 (configuration not stated)	2	-1	-12	-5	-3	11	9	-15	4	-21
Cc1ccc(NC(=O)c2ccc3snnc3c2)cc1	-4	-11	8	2	2	4	7	-0.2	4	6
Cc1ccc(NC(=O)N2CCc3ccccc3C2)cc1	-4	-13	10	0	3	-1	-4	-0.6	3	3

Reprinted from the part before: 2 compounds, then new ones.
smiles	DDE Tn7 FP inh	TDP2 absorb	ADAM10 inh	ADAM17 inh	LEDGF integ inh	ARFGAP1 inhibitor	ASAP1 GAP inh	proKLK7 act	DDE Tn6 FP inh	PLCg1 inh
Cc1ccc(NC(=O)c2ccc3snnc3c2)cc1	-4	-11	8	2	2	4	7	-0.2	4	6
Cc1ccc(NC(=O)N2CCc3ccccc3C2)cc1	-4	-13	10	0	3	-1	-4	-0.6	3	3
CCOc1ccc(Cl)cc1C1=CC(=O)C[C@H](c2ccc(OC)cc2)C1	-2	6	7	2	0	-7	1	-0.5	6	-15
C=CCC12C=C(OC)C(=O)OC(OC)(C1O)[C@H](c1ccc3c(c1)OCO3)[C@H]2C (some centres not stated)	0	-9	-10	1	0	1	-1	-0.2	-1	2
COc1ccc(OC)c(NC(=O)CCNS(=O)(=O)c2ccc3c(c2)oc(=O)n3C)c1	7	-21	7	7	-2	-1	-1	0.2	-1	6
Cc1cc(C(=O)OCC(=O)N(C)c2ccccc2)c(C)o1	-4	0	-4	-1	2	-11	1	0.3	-6	0
COc1ccccc1C(=O)NC(=O)COC(=O)c1oc2ccccc2c1C	-3	-3	-13	-5	-4	2	7	-0.7	-4	0
COc1ccc(S(=O)(=O)Nc2cccc3c2O[C@H](CN(C)Cc2ccc(C(=O)O)cc2)[C@@H](C)CN([C@H](C)CO)C3=O)cc1	-1	2	1	0	-4	-17	-1	0.1	5	-3
CC(C)C(NC(=O)c1ccccc1)C(=O)NCCc1ccccc1 (configuration not stated)	-1	14	-6	-3	1	8	23	-0.7	5	2
c1ccc(-c2noc(-c3cccc4ccccc34)n2)cc1	-6	-11	-1	5	1	-2	8	-2.6	-2	6
CC(C)OC(=O)c1ccc(N2CCN(c3ccc(F)cc3)CC2)nc1	-5	-20	6	3	2	9	0	0.1	1	6
Cc1nnsc1S(=O)(=O)Cc1ccccc1Cl	-2	3	0	0	-2	5	-6	-0.4	16*	0
Cc1ccc2oc(=O)c3cnn(CC(=O)N(CCN(C)C)Cc4ccco4)c3c2c1	2	4	3	0	3	9	-19	0.9	-4	0
COc1ccc(/C=N/OCC(=O)OCC(=O)N(C)c2ccccc2)cc1	8	-12	6	-3	-3	-4	-3	-1.0	-4	-3
Cc1cc(C)c(NC(=O)Nc2ccccc2C)c(Cl)c1	1	-3	3	0	1	-8	1	0.3	6	7
O=C(COC(=O)c1cc(S(=O)(=O)N2CCOCC2)ccc1F)c1ccccc1	1	-2	1	0	7	-3	-8	0.6	-10	1
CC(=O)c1c(C)[nH]c(C(=O)OCC(=O)NC(C)c2ccccc2)c1C (configuration not stated)	-5	0	-9	-6	0	7	0	-0.4	-4	4

Bioassay records deposited in PubChem BioAssay by The Scripps Research Institute Molecular Screening Center.
